Screens deposited in PubChem BioAssay by several laboratories.
Large T inhibition = SV40 large T antigen inhibitors, biochemical (AID 1903). SV40 large T antigen ATPase/helicase inhibition assay; higher % means a stronger effect. inhibition, % at 20 µM; hits with a dose series show IC50 in µM. actives 0.39% (n = 310,000); in the data active = a potency from the dose series; inconclusive = inhibition mostly from about 32% at the one dose, without a potency; inactive = the rest, 99 in 100 with inhibition below about 32%; note: strong numbers were not always called active
GPR35 antagonists = GPR35 antagonists blocking zaprinast-driven arrestin recruitment, primary screen, imaging, U2OS, beta-arrestin-GFP, zaprinast agonist (AID 2058); U2OS GPR35 beta-arrestin-GFP translocation imaging, zaprinast antagonism; higher % means a stronger effect; inhibition, % at 10 µM, or IC50 in µM where a hit was titrated; actives 0.052% (n = 290,000);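 active = inhibition of at least 50% with at least 30 cells and total cytoplasm GFP at most 10,000,000; inconclusive = under 30 cells or total GFP of 10,000,000 plus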
RSV CPE inhibition = inhibition of RSV-induced cytopathic effect – HEp-2 cells, primary 10 µM value included (AID 2391); actives 0.13% (n = 310,000); HEp-2 cells, RSV-induced CPE inhibition; higher % means a stronger effect; one-dose CPE inhibition, % at 10 µM; IC50 in µM for titrated hits; in the data active = a potency from the dose series; inconclusive = CPE inhibition mostly from about 23% at the one dose, without a potency; inactive = the rest, 99 in 100 with CPE inhibition below about 21%; note: strong numbers were not always called active
Dengue-2 NS5 capping = flavivirus cap methylation enzyme inhibition – biochemical, confirmation dose response, primary screen (AID 588689); Dengue-2 NS5 methyltransferase capping enzyme assay, biochemical; higher % means a stronger effect; inhibition, % at 25 µM; hits with a dose series show IC50 in µM; actives 0.3% (n = 340,000); in the data active = a potency from the dose series; inconclusive = inhibition above about 29% without an active follow-up result
LYP phosphatase = inhibitors of LYP phosphatase, biochemical, fluorescence intensity, uHTS (AID 1779) | recombinant LYP phosphatase, fluorescence intensity; higher % means a stronger effect | one-dose inhibition, % at 11.5 µM; IC50 in µM for titrated hits | actives 0.054% (n = 290,000); in the data active = inhibition above about 50%;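 note: plate controls were vehicle with enzyme for no effect and no enzyme for full effect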
Rac1 GTP hydrolysis = MgcRacGAP GTPase-activating activity inhibitors, confirmation, biochemical, ADP Hunter fluorescence. MgcRacGAP-stimulated Rac1 GTP hydrolysis, ADP Hunter fluorescence; higher % means a stronger effect; GST-tagged Rac1 F28L mutant substrate. inhibition, % at 30 µM; hits with a dose series show IC50 in µM. actives 0.6% (n = 340,000). AID 624330;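 active = first-screen hits whose inhibition reached a set limit at any dose in the follow-up dose series; inconclusive = inhibition above the set first-screen limit but never retested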;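 note: fluorescence reports GDP produced by GAP-driven GTP hydrolysis; strong numbers were not always called active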
PhoP inhibition = PhoP-dependent GFP reporter repression – Salmonella Typhimurium, primary screen (AID 1863). S. Typhimurium PhoP-regulated promoter GFP reporter, 4 h; higher % means a stronger effect. inhibition, % at 50 µM, or IC50 in µM where a hit was titrated. actives 0.16% (n = 300,000);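 active = inhibition over 29.93%, a cutoff 3 SD above the screen mean, later confirmed by dose response; inconclusive = inhibition over 29.93% but no dose response follow-up; inactive = inhibition at most 29.93% or unconfirmed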;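 note: 0% = low Mg2+ inducing control and 100% = high Mg2+ repressing control; strong numbers were not always called active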
West Nile antiviral = inhibition of WNV-induced cytopathic effect – cell-based, CPE readout (AID 1621); West Nile virus-infected cells, CPE inhibition; higher % means a stronger effect; CPE inhibition, % at 10 µM; hits with a dose series show IC50 in µM; actives 0.02% (n = 290,000); in the data active = a potency from the dose series; inconclusive = CPE inhibition mostly from about 3.7% at the one dose, without a potency; inactive = the rest, 99 in 100 with CPE inhibition below about 2.2%; note: strong numbers were not always called active
ER stress rescue = rescue of cells from ER stress-induced death, primary screen, 384-well, CSM14.1, thapsigargin, ATP luminescence (AID 1222) | CSM14.1 thapsigargin-induced death rescue, ATP luminescence; higher % means a stronger effect | 190,000 tested, under 10 active | one-dose cellular ATP content (survival), % at 20 µM; EC50 in µM for titrated hits;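 active = EC50 below 50 µM in the dose-response confirmation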;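 note: death triggered by thapsigargin at about 15 µM added after 2 h compound pretreatment; cell ATP read after overnight thapsigargin exposure of roughly 18 to 22 hours; normalized against plate controls of thapsigargin alone and 5% DMSO vehicle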
Dengue-2 NS5 capping pilot replicate = recorded beside Dengue-2 NS5 capping, whose call it bears; inhibition, %; measured here: pilot screen replicate inhibition
Active calls of the source: *; ? = inconclusive; / = no result given; & = joins results of further samples.

SMILES | Large T inhibition | GPR35 antagonists | RSV CPE inhibition | Dengue-2 NS5 capping | LYP phosphatase | Rac1 GTP hydrolysis | PhoP inhibition | West Nile antiviral | ER stress rescue | others
CCc1c(C)nc2c(Br)cccc2c1SCCC#N | 19% | -5% | 11% | -5% | -9% | 10% | 1% | -0.9% | 8.4%
O=C(NC1CCc2ccccc21)C12CN(Cc3ccccc3)CC1C(c1cccc([N+](=O)[O-])c1)=NO2 (stereo not drawn) | 5% | -7% | 6.9% | -14% | 6% | 3% | 0% | -1.2% | -2.5%
CCCCN(C(=O)c1cc(S(=O)(=O)N2CCOCC2)ccc1Cl)c1c(N)n(CC(C)C)c(=O)[nH]c1=O | 23% | / | -0.3% | -6% | / | 3% | -3% | / | /
Cc1csc(SCc2nc3sc4c(c3c(=O)[nH]2)CCC4)n1 | -1% | 8% | / | -3% | 0% | 3% | -17% | 0.5% | 2.0%
NC(=O)c1nsc(C(=O)N(c2ccccc2)C(C(=O)NCc2ccc(F)cc2)c2ccco2)c1N (stereo not drawn) | 15% | -9% | -0.1% | 8% | 0% | 9% | -1% | -0.4% | /
C/C(=N\NC(=O)c1cccc(S(=O)(=O)N2CCCC2)c1)c1ccc(C)cc1 | 6% | / | -1.0% | -9% | / | 4% | -3% | / | /
C=CCN(CC=C)C(=O)Nc1cc(Cl)ccc1OC | 18% | 22% | 3.3% | -2% | -4% | 10% | 4% | -0.6% | -0.8%
C/C=C/c1ccc(OCc2cc(=O)n3cc(C)ccc3n2)c(OC)c1 | 14% | 2% | 7.7% | 3% | -6% | 15% | -10% | -0.5% | /
Cc1cc(Oc2cnn(C(C)(C)C)c(=O)c2Cl)cc(C(C)C)c1 | 4% | 10% | 17% | -2% | -5% | 5% | 3% | -0.7% | -3.5% | Dengue-2 NS5 capping pilot replicate=1.5
Cc1cc(OCCOCCNC(C)C)cc(C)c1Cl | 11% | 16% | -3.0% | 2% | -6% | 29% | 4% | / | -2.1%
COc1ccc(C(=O)OCCc2ccc(O)cc2)cc1 | 20% | 3% | 1.1% | -7% | -3% | 29% | 7% | -0.5% | -4.2%
Oc1ccc(/C=N/N2CCN(C3c4ccccc4-c4ccccc43)CC2)cc1O | 38% | 13% | ? | 28% | 0% | 12% | -4% | -0.3% | /
CCCn1c(C2CC(=O)N(c3cc(OC)ccc3OC)C2)nc2ccccc21 (stereo not drawn) | 10% | 12% | 0.8% | -6% | -1% | 11% | 1% | 0.1% | -1.7%
O=[N+]([O-])c1cc([N+](=O)[O-])c(Oc2cc(Cl)ccc2Cl)cc1NC1CCCCCCC1 | 1% | 0% | 0.6% | -3% | 6% | 4% | -5% | -0.6% | /
CCCCC(=O)NNC(=S)NC(=O)CCC | 14% | 0% | 3.5% | 2% | 2% | 8% | -3% | / | -0.2%
O=C(CP(=O)(CO)CO)c1ccc(Cl)cc1 | 1% | 3% | -1.8% | -4% | 0% | 3% | -3% | -0.3% | -3.5%
Cc1ccc(NC(=O)c2ccc3snnc3c2)cc1 | 19% | 7% | 2.6% | 5% | -4% | 7% | -3% | -0.3% | 0.4%
CCOc1ccc(OCCOc2cccc(C(F)(F)F)c2)cc1 | -3% | 3% | 1.1% | 5% | -1% | 5% | 0% | 0.3% | -0.6%
COc1ccc(OC)c(NC(=O)CSc2nnc(C)n2Cc2ccccc2)c1 | 19% | 0% | 0.4% | 0% | -9% | 3% | -15% | -0.2% | -2.7%
CCc1ccc(OCC(=O)NNC(=O)c2cc(S(=O)(=O)N(C)C)ccc2N2CCCC2)cc1 | 14% | / | -2.4% | 1% | / | 5% | -5% | / | /
CCCNC(=O)CCn1cc(-c2ccc(OC)cc2)nc1CCN | 6% | / | 0.3% | -12% | / | 3% | / | / | /
CC(OC(=O)CCN=C1NS(=O)(=O)c2ccccc21)C(=O)NCc1ccccc1 (stereo not drawn) | 9% | / | -0.1% | 3% | / | 2% | -1% | / | /
COc1cc2c(cc1OC)CN(C(=O)c1ccc(S(=O)(=O)N3CCCC3)cc1)CC2 | 6% | -2% | -0.3% | -5% | -3% | 10% | -7% | 0.4% | /
COc1cccc(OC)c1OCCCCCCN1CCN(C)CC1 | -2% | 4% | -0.2% | -4% | -4% | 5% | 7% | -1.0% | /

A draw from above in order of heavy-atom count, smallest number first.
SMILES | Large T inhibition | GPR35 antagonists | RSV CPE inhibition | Dengue-2 NS5 capping | LYP phosphatase | Rac1 GTP hydrolysis | PhoP inhibition | West Nile antiviral | ER stress rescue | others
CCCCC(=O)NNC(=S)NC(=O)CCC | 14% | 0% | 3.5% | 2% | 2% | 8% | -3% | / | -0.2%
COc1cccc(OC)c1OCCCCCCN1CCN(C)CC1 | -2% | 4% | -0.2% | -4% | -4% | 5% | 7% | -1.0% | /
CCc1ccc(OCC(=O)NNC(=O)c2cc(S(=O)(=O)N(C)C)ccc2N2CCCC2)cc1 | 14% | / | -2.4% | 1% | / | 5% | -5% | / | /

Next structures follow:
SMILES | Large T inhibition | GPR35 antagonists | RSV CPE inhibition | Dengue-2 NS5 capping | LYP phosphatase | Rac1 GTP hydrolysis | PhoP inhibition | West Nile antiviral | ER stress rescue | others
COc1ccc(OCC(=O)Nc2cccc(NC(=O)COc3ccc(OC)cc3)n2)cc1 | 19% | 7% | -0.9% | 0% | 3% | 1% | -4% | 0.2% | -0.8%
CCOC(=O)C1CCN(C(=O)Cc2c(C(=O)O)n(CC)c3ccccc23)CC1 | 6% | 7% | 0.3% | 3% | -5% | 10% | 28% | -0.1% | /
CC1CCC2(CC1)NC(=O)N(CC(=O)NC(=O)Nc1ccc3c(c1)OCCO3)C2=O (stereo not drawn) | 0% | 7% | 0.9% | -5% | -6% | -6% | 9% | 0.0% | /
Nc1ccc(C2(c3ccc(N)cc3)OC(=O)c3ccccc32)cc1 | 7% | -11% | 0.7% | 0% | -9% | 7% | 3% | 0.1% | /
CCOC(=O)[C@H]1[C@H]2COc3ccccc3[C@@H]2N2C(=O)c3ccc(Cl)cc3NC(=O)[C@@]12C | 1% | / | -0.1% | -10% | / | 4% | / | / | /
CC(=O)Nc1ccc(NC(=O)CSc2nnc(-c3cccs3)n2C)cc1 | 1% | -5% | 1.1% | -3% | -4% | 6% | -2% | -0.3% | /
COc1ccc(N(CC(=O)N/N=C/c2ccco2)S(=O)(=O)c2ccccc2)cc1Cl | 11% | 1% | 1.5% | -9% | 0% | 2% | -4% | -1.1% | /
COc1ccc(NC(=O)CC2CCCC2)cc1OC | 7% | 7% | 1.4% | -4% | -7% | 7% | -2% | -0.1% | /
CC(C)(C)NC(=O)COc1ccc(CNCc2cccs2)cc1 | 3% | 26% | -0.9% | -1% | -10% | 4% | 5% | -0.9% | 0.3%
COc1ccc(C2C(C#N)=C(C)NC3=C2C(=O)CC(C)(C)C3)c(OC)c1 (stereo not drawn) | 1% | -4% | -0.7% | -1% | -1% | 6% | 9% | 0.9% | -2.8%
CC(C)(C)c1csc(N(CCC#N)CCC#N)n1 | 3% | -4% | 0.2% | 1% | -7% | 4% | -7% | -0.6% | -0.5%
O=C1OC(N2C(=O)CC[C@H]2C(=O)Nc2cccc(F)c2)c2ccccc21 (stereo partly drawn) | / | 7% | 0.5% | -4% | -7% | 3% | / | -0.5% | /
CCCn1c(C2CCCN2c2nc(-c3ccc(C)cc3)cs2)nc2cc(Cl)c(N3CCCCC3)cc21 (stereo not drawn) | 11% | 4% | 1.6% | -2% | -3% | 1% | 2% | -0.8% | /
C/C(N)=C(/C#N)C(=O)COC(=O)C(NS(=O)(=O)c1ccc(Cl)cc1)C(C)O (stereo not drawn) | 7% | 23% | 0.8% | 8%&-3% | -6% | -2%&5% | 7% | 1.1% | -1.7%
Cc1c(C)n(CC(O)CN2CCOCC2)c2ccccc12 (stereo not drawn) | 16% | -1% | -1.9% | -2% | -7% | 13% | 10% | 0.2% | 0.0%
OC(COc1ccccc1)CN1CCN(Cc2ccc3c(c2)OCO3)CC1 (stereo not drawn) | 5% | 21% | -0.8% | 1% | -12% | 3% | 5% | -0.4% | -2.1%
O=S(=O)(NCc1ccccc1)c1ccc(F)cc1Br | 13% | -5% | -0.2% | -8% | -11% | -1% | -4% | 0.7% | /
Cc1ccc(CNC(=O)C2CC(c3ccc(C(F)(F)F)cc3)=NO2)o1 (stereo not drawn) | 14% | -12% | 0.3% | 2% | 1% | 2% | -6% | -0.2% | /
C#CCOCCOCCOCCNc1nc(N2CCN(C(=O)[C@H](CCC(=O)O)n3cc(C(N)CC(C)C)nn3)CC2)nc(N2CCN(C(=O)[C@H](Cc3cc4ccccc4[nH]3)n3cc(C(N)CC(C)C)nn3)CC2)n1 (stereo partly drawn) | 6% | -7% | 0.1% | -7% | -7% | 5% | -3% | / | -1.0%
O=C(N/N=C/c1nn(-c2ccccc2)cc1-c1ccccc1)c1ccncc1 | 12% | 3% | 18% | -6% | 2% | 8% | 2% | -1.0% | -0.2%
Cc1nn(-c2ccccc2)c(Oc2ccc(F)cc2)c1/C=N/n1cnnc1 | 1% | -5% | 0.6% | -8% | -3% | 5% | 0% | -0.2% | -1.0%
O=C(CCc1nnc2n(Cc3ccc(F)cc3)c(=O)c3ccccc3n12)N1CCN(c2ccccn2)CC1 | 8% | -4% | 51% | -12% | -6% | 9% | -10% | -1.5% | /
O=C(CCNC(=O)c1ccc(Br)cc1)Nc1ccc(S(=O)(=O)Nc2ncccn2)cc1 | 11% | / | -0.6% | -7% | / | 9% | 5% | / | /
Cc1ccc(S(=O)(=O)NNC(=O)CCC(=O)Nc2ccccc2)cc1 | 16% | 16% | 0.6% | 3% | -3% | 8% | -8% | -0.2% | 0.7%
COCc1nnc(NC(=O)c2sc3ccccc3c2Cl)s1 | 26% | 10% | 1.4% | 8% | 0% | 2% | -7% | 0.7% | -4.0%
CC(OC(=O)C1=COCCO1)C(=O)Nc1cc(S(=O)(=O)N2CCCCC2)ccc1Cl (stereo not drawn) | -6% | -5% | -1.6% | -2% | -3% | 5% | -13% | -0.6% | 0.4%
CNC(=O)COC(=O)c1ccc(NC(=O)CC#N)cc1 | 6% | 8% | 2.7% | -2% | 0% | 5% | -4% | 0.0% | 3.0%
CC(=O)Nc1ccc(NC(=O)COc2ccc(Cl)cc2Cl)cc1 | -2% | -14% | 5.1% | -1% | -13% | 0% | 13% | 0.0% | /
CC(=O)NCC(=O)OCC(=O)c1ccccc1 | 3% | -10% | 1.3% | -3% | -4% | 1% | -8% | 0.2% | 2.2%
O=C(CSCc1ccc(Cl)cc1)NN=C1CCCCCC1 | 0% | 9% | 0.5% | 0% | -7% | 9% | 1% | 0.6% | -2.3%
C/C=C/Cn1cccc(C(=O)Nc2ccc(OC)cc2)c1=O | 4% | -14% | 2.3% | / | -1% | -7% | 1% | -0.3% | -0.4%
